Source: PubChem BioAssay (several laboratories)
hDAT+cocaine = changed human dopamine transporter uptake under cocaine IC80; Q01959; LLC-PK1 hDAT cells, [14C]-dopamine uptake with cocaine IC80; actives deviate in either direction; B-score at 10 µM; hit rate 1.3% among 110,000;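 active means Z score or B-score, a plate-position-corrected score, falls beyond the plate's 99.7% confidence bounds, in either direction; inactive means both scores lie inside the 99.7% bounds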;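 further: scored against the spread of the other compound wells on the same plate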
CYP2C9 act = activators of human CYP2C9 | P11712 | hit rate 1.4% among 96,000 | AID 1024 | activation factor at 5 µM | recombinant CYP2C9, luciferin-H conversion, luminescence; stronger effect = higher value; factor 1 = untreated enzyme, 0 = blocked;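 active means activation factor of 2 or more for CYP2C9 at a 5 µM dose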;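 further: 0 = sulfaphenazole-blocked wells and 1 = vehicle-only wells; values of inactives mirror those of a sister screen read the other way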
PTK2B oligo ant = blocks oligomerization of human Pyk2 in cells; hit rate 0.83% among 99,000; Q14289; z-score (the deposit names both 25 µM and 10 µM); Q293 cells, Pyk2 FERM NanoBiT luminescence; stronger effect = lower value; AID 1347419;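 active means Z-score of -3 or lower, scaled per plate to the spread of control and sample wells; inactive means z-score above -3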;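 further: negative z-score means lost luminescence so less FERM oligomerization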
PostGolgi yeast = growth inhibition of a yeast mutant, post-Golgi transport screen | post-Golgi transport phenotypic cell assay | hit rate 0.9% among 98,000 | AID 739 | inhibition, % at 10 µM;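 further: yeast cells grown in 1536-well plates; yeast grown about 18 h at 30C before absorbance read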
E coli WT exp = growth inhibitors of E. coli BW25113 wild type; OD600 absorbance; hit rate 0.15% among 98,000; growth inhibition, % at 100 µM;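 active means growth inhibition above about 50% at one test dose, limit read from the data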;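 further: growth measured after 20 h incubation at 37 °C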
LYP inh 2 = LYP (human) phosphatase inhibition; Q9Y2R2; recombinant LYP catalytic domain, DiFMUP fluorescence; inhibition, % at 2 µM; hit rate 0.21% among 96,000; AID 640;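 active means inhibition at 2 µM at or above a set limit, the screen mean plus 3 SD, cut at about 24% in these data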;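 further: 0% = DMSO with enzyme and 100% = enzyme fully blocked by orthovanadate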
Target sequence (Q9Y2R2 whole entry, looked up, the tested form may be a part): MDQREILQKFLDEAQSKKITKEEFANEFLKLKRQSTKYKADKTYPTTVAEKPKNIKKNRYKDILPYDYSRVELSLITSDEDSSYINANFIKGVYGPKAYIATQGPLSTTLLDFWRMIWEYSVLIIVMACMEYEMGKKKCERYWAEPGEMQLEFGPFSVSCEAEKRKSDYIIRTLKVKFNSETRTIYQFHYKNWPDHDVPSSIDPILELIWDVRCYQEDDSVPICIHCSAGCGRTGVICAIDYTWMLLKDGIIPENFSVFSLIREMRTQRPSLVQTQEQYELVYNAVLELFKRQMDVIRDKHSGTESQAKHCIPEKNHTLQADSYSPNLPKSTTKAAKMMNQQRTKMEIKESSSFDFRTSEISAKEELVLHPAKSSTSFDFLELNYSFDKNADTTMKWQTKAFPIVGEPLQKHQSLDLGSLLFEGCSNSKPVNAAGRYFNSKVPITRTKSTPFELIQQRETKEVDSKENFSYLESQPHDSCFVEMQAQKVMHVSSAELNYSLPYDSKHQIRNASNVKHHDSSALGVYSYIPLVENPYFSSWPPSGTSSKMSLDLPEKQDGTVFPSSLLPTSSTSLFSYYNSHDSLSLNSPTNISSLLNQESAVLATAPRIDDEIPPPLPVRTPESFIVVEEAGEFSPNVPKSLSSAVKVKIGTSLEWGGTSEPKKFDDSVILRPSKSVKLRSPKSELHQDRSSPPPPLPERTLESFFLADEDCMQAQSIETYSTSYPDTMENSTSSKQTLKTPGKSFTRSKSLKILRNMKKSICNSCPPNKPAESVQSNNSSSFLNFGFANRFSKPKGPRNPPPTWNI
PostGolgi ctrl = growth of the yeast control strain, post-Golgi counter-screen; efflux-deficient yeast background strain, growth absorbance A615, 16 h; inhibition, % at 10 µM; hit rate 5% among 98,000
PTPN22 act = activators of human LYP (PTPN22) phosphatase. Q9Y2R2. recombinant LYP, DiFMUP fluorescence; 0 = plate median, 100 = signal doubled. activation, % at 2 µM. hit rate 0.11% among 96,000. AID 697;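 active means activation at 2 µM above a set limit, the mean plus 5 SD, cut at about 37% in these data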
CYP2C9 inhib = inhibitors of human CYP2C9; P11712; hit rate 20% among 96,000; AID 777; CYP2C9 Supersomes, luciferin-H conversion, luminescence; inhibition, % at 5 µM;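 active means blocking of liver enzyme CYP2C9 beyond about 50% at 5 µM, limit read from the data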; further: values of inactives mirror those of a sister screen read the other way
* hit, by the source's call; nt = no result given. Unless noted, no stated cut-off is given here; in the data, active means inhibition above about 30%; inactive means the rest.

Sample of the layout (4 entries):
SMILES | hDAT+cocaine | CYP2C9 act | PTK2B oligo ant | PostGolgi yeast | E coli WT exp | LYP inh 2 | PostGolgi ctrl | PTPN22 act | CYP2C9 inhib
N#Cc1c(NC(=O)CSc2nnc(-c3ccncc3)n2CC2CCCO2)sc2c1CCCC2 (centres undefined) | 2.5 | 0.1 | 0.21 | 13 | 0 | -17 | 25 | 15 | 87*
COC(=O)c1ccccc1NC(=O)COC(=O)c1cccnc1 | -0.3 | 0.6 | 1.1 | 19 | -10 | -5 | 8 | 4 | 40
CCCCCN(C(=O)NC(=O)Nc1nncs1)S(C)(=O)=O | -0.015 | 0.4 | 1.4 | 0 | -2 | -3 | 16 | 3 | 61*
COCCNC(=O)C(c1ccc(O)cc1)N(Cc1ccco1)C(=O)CCC(=O)Nc1nccs1 (centres undefined) | 0.3 | 0.9 | 0.55 | -7 | 0 | 13 | 11 | -10 | 12

Main list, from the start:
SMILES | hDAT+cocaine | CYP2C9 act | PTK2B oligo ant | PostGolgi yeast | E coli WT exp | LYP inh 2 | PostGolgi ctrl | PTPN22 act | CYP2C9 inhib
N#Cc1c(NC(=O)CSc2nnc(-c3ccncc3)n2CC2CCCO2)sc2c1CCCC2 (centres undefined) | 2.5 | 0.1 | 0.21 | 13 | 0 | -17 | 25 | 15 | 87*
COC(=O)c1ccccc1NC(=O)COC(=O)c1cccnc1 | -0.3 | 0.6 | 1.1 | 19 | -10 | -5 | 8 | 4 | 40
CCCCCN(C(=O)NC(=O)Nc1nncs1)S(C)(=O)=O | -0.015 | 0.4 | 1.4 | 0 | -2 | -3 | 16 | 3 | 61*
COCCNC(=O)C(c1ccc(O)cc1)N(Cc1ccco1)C(=O)CCC(=O)Nc1nccs1 (centres undefined) | 0.3 | 0.9 | 0.55 | -7 | 0 | 13 | 11 | -10 | 12
CCC(C)(C)n1nnnc1C(c1cc2cc(C)cc(C)c2[nH]c1=O)N1CCN(C(=O)c2ccco2)CC1 (centres undefined) | 1.5 | 0.7 | 1.9 | 1 | -13 | 8 | 8 | -3 | 33
c1ccc(-c2nn3c(C4CCCCC4)nnc3s2)nc1 | -0.2 | 0.4 | 0.38 | 19 | -3 | -6 | -2 | 6 | 59*
Cc1ccc(-c2cc(C(=O)N/N=C/c3c(C)nn(C)c3C)c3ccccc3n2)cc1C | 0.64 | 0 | -2 | -7 | -22 | 11 | 3 | -12 | 97*
CC(C)Sc1nc2c(c(=O)[nH]c(=O)n2C)n1Cc1ccc(Cl)cc1 | -0.87 | 0.9 | -0.79 | 3 | -1 | -5 | 23 | 2 | 6
Cc1ccccc1N(CC(=O)NCC1CCCO1)C(=O)C1(C)CC(=O)N=C2C=CC=CN21 (centres undefined) | -0.2 | 1 | -0.01 | -5 | -3 | 8 | 3 | -4 | -4
O=C(CSc1nnnn1-c1ccccc1)c1cc2ccccc2oc1=O | -0.35 | 0.4 | -0.15 | 0 | 0 | 13 | 9 | -11 | 60*
CCOP(=O)(c1ccc(N(C)C)cc1)C(O)c1ccccc1OC (centres undefined) | 0.0087 | 1.2 | 0.31 | -2 | -1 | -6 | -4 | 5 | -19
CCn1cc(C2Nc3ccccc3C(=O)N2O)c(C)n1 (centres undefined) | 0.17 | 0.8 | -0.03 | -8 | 3 | 3 | 1 | -7 | 16
CSc1nncc(-c2ccc(F)c(F)c2)n1 | 0.67 | 0.8 | 0.05 | 2 | 2 | -2 | 5 | 1 | 22
Cc1ccc(CN2C(=O)CCSc3ccc(Cl)cc32)cc1 | 0.13 | 0.8 | -1.5 | 4 | 0 | 14 | 46* | -8 | 17
Cc1cccc(NC(=O)c2ccccn2)c1C | 0.7 | 1 | 0.59 | -3 | 4 | -4 | 11 | 2 | 3
CCn1c(C)c(C(C)=O)c(N2CCCCC2)nc1=S | -0.11 | 1.1 | -0.54 | -4 | 0 | 1 | 0 | -3 | -6
Cc1ccc(N(CN2C(=O)C3CC=CCC3C2=O)C(=O)c2ccco2)cc1Cl (centres undefined) | 0.15 | 0.4 | -0.37 | -6 | 14 | 1 | -6 | -2 | 61*
O/N=C1\CC2(Cc3nonc31)OCCO2 | -0.086 | 1 | 0.7 | -2 | -4 | 7 | 6 | -7 | 4
CCCOc1ccc(C(=O)NNC(=S)NC(=O)c2cc(-c3ccc(Cl)cc3)nc3ccccc23)cc1 | -0.73 | 0.5 | -0.64 | -2 | -4 | 8 | 10 | -3 | 50*
CCOC(=O)/C=c1\s/c(=C(\C#N)C(=O)NC)n(-c2ccccc2)c1=O | -0.077 | 1 | -0.25 | 7 | -7 | -4 | 3 | 1 | 2
Cc1nc(SCC(=O)Nc2ccccc2)c2oc3ccccc3c2n1 | 0.12 | 0.2 | -0.98 | -11 | 1 | 3 | 16 | 1 | 80*
CCc1cccc(CC)c1NC(=O)CSc1nnc(C(C)C)n1CC | 0.2 | 1.1 | 0.7 | -4 | -23 | 2 | 0 | -5 | -14
CSc1nc(O)c(Cc2ccccc2)c(=O)[nH]1 | -0.63 | 0.9 | 1 | -4 | 0 | 15 | 4 | -17 | 8
CSc1ccc(Cl)c(C(=O)NCC(C)C)c1 | -0.1 | 0.8 | 0.13 | 2 | 5 | -1 | 14 | 0 | 19
Cc1cc(C)c2nc(SCCc3ccccc3)nc(C)c2c1 | 0.095 | 0.9 | -0.89 | -4 | 1 | 4 | 14 | -5 | 12
Cc1ccc(NC(=O)Cn2nc(C)cc2C)cc1 | -0.37 | 1 | -0.45 | 13 | 6 | -4 | 12 | 4 | -1
O=c1c2ccccc2cnn1-c1ccc(Cl)cc1 | 0.36 | 0.9 | -0.11 | -1 | -2 | -19 | 9 | 23 | 10
CCCCNC(=O)c1onc(CSc2cccc3ccccc23)c1C(=O)O | 0.45 | 0 | nt | -6 | -11 | 0 | 17 | 3 | 97*
COc1ccccc1OCCn1c(=O)sc2ccccc21 | -0.64 | 0.3 | 0.7 | -1 | 11 | -25 | 9 | 23 | 66*
CCOC(=O)C1(CC)NC(c2cccc(F)c2)C2C(=O)N(CC)C(=O)C21 (centres undefined) | -1.7 | nt | 0.06 | nt | nt | 4 | nt | -8 | nt
CCNS(=O)(=O)c1ccc(NC(=O)Cn2nc(C(F)(F)F)cc2C)cc1 | -0.16 | 0.4 | -0.07 | 2 | 28 | 7 | 4 | -6 | 57*
CC1CC(C)CN(CCCNC(=O)Cc2c(C(=O)O)[nH]c3ccccc23)C1 (centres undefined) | 0.012 | 1.1 | 0.85 | 12 | 1 | -15 | 9 | 12 | -12
O=C(Nc1nc2c(c(=O)[nH]1)CCCC2)C1CC1 | -0.53 | 1 | -0.21 | 1 | 3 | 8 | 6 | -7 | 0
Cc1cc(=O)[nH]c(SCc2nc3ccccc3n2Cc2ccccc2)n1 | 1.7 | 0.6 | -0.82 | -1 | 2 | -1 | -12 | 0 | 44
CC(=O)Nc1ccc(S(=O)(=O)NCc2cn3ccsc3n2)cc1 | 0.079 | nt | 1.2 | nt | nt | 8 | nt | -4 | nt
Cc1ccc(CN(Cc2cccnc2)C(=O)CN2C(=O)COc3ccccc32)o1 | -0.81 | 0.3 | -0.39 | -11 | -16 | 0 | 1 | -1 | 67*
O=C(O)C1CCCN1S(=O)(=O)c1cccs1 (centres undefined) | -1.1 | 0.9 | nt | -3 | -5 | 4 | -6 | -4 | 10
O=C(c1cnn2c(C(F)F)cc(C3CC3)nc12)N1CCc2ccccc2C1 | -0.037 | 1.7 | 0.14 | -2 | 7 | -1 | 8 | -1 | -71
CCc1nc(NCCC(C)C)c(C#N)c2c1CCCC2 | 0.59 | 0.8 | -0.56 | 14 | 3 | 7 | 17 | -8 | 17
CCS(=O)(=O)N1CCC(C(=O)NCCc2ccc(C)cc2)CC1 | -0.39 | 1.1 | 0.1 | -7 | -3 | 15 | -6 | -11 | -11
CCOCCCn1c(SCC(=O)NCc2ccco2)nc2c(sc3ccccc32)c1=O | -0.7 | 0.3 | -0.56 | -5 | -4 | 1 | 20 | -2 | 66*
O=C(Cc1cccs1)Nc1ccc(C(=O)O)cc1 | -0.76 | 1 | 0.18 | -3 | -10 | 9 | -7 | -8 | 2
CCOC(=O)c1[nH]c2ccccc2c1NC(=O)Nc1ccc(OC)cc1 | -0.5 | 0.7 | 0.16 | 0 | -3 | 5 | 12 | -1 | 27
COCC(=O)Oc1c(S(=O)(=O)c2ccc(C)cc2)c(C)nn1-c1ccccc1 | -1.2 | 0.2 | -0.17 | 4 | -11 | -4 | -3 | 1 | 81*
O=C(Oc1ccc(Br)cc1C(=S)N1CCCCC1)c1cc([N+](=O)[O-])cc([N+](=O)[O-])c1 | 0.16 | 1 | -1.4 | 10 | 2 | 2 | 16 | -2 | 0
Cn1cccc1C(=O)C(=O)Nc1ccccc1 | 1.3 | 1.3 | 1.2 | 0 | 6 | 2 | 4 | 1 | -26
O=C(CN1CCN(c2ccccc2F)CC1)c1ccc2c(c1)OCO2 | 0.26 | 0.3 | 1 | 15 | -5 | -5 | 7 | 6 | 74*
CCCCn1c(NC(=O)c2ccccc2)c(C#N)c2nc3ccccc3nc21 | nt | 0.2 | -2.4 | -8 | 2 | 16 | 1 | -18 | 81*
NC(=O)C1(N2CCCCC2)CCN(C2CC(=O)NC2=O)CC1 (centres undefined) | -0.12 | nt | -1 | nt | nt | 4 | nt | -5 | nt
O=C(OC1CCOC1=O)c1cc(-c2ccc(Cl)cc2)nc2ccccc12 (centres undefined) | 0.029 | 1 | -1.2 | -3 | -4 | -12 | 27 | 12 | 1
Cc1ccc(NC(=O)N2CCC(NC(=O)C(C)(C)C)CC2)cc1 | -0.76 | 1 | 0.01 | 0 | 3 | -6 | -5 | 8 | 4
Cc1ccc2c(c1)c1c(n2C)C(C(N)=O)CCC1 (centres undefined) | 0.22 | 0.8 | -0.54 | 1 | 7 | -3 | -4 | 2 | 20
COC(=O)C1=C(C)N=C2SC(C)C(=O)N2C1c1ccc(C(=O)OC)cc1 (centres undefined) | 0.47 | 0.7 | -0.4 | -2 | 14 | -6 | 36* | 4 | 30
Oc1ccc(C2Nc3cccc4cccc(c34)N2)c(O)c1 | 0.015 | nt | -0.82 | 3 | 11 | -1 | 10 | 4 | nt
CCN(CC)C(=O)NC1CC2CCCC(C1)N2Cc1ccccc1 (centres undefined) | -1.2 | 1.1 | 0.66 | 5 | 5 | -1 | -1 | 0 | -15
O=C(CN1CCc2ccccc2C1)c1cccs1 | -0.22 | 0.8 | 1.1 | -1 | 5 | 2 | -5 | -3 | 24
CN(c1ccccc1C(N)=O)S(=O)(=O)c1ccccc1 | -0.11 | nt | 0.73 | -4 | 1 | -6 | 23 | 7 | nt
COc1ccccc1CNC(=O)COC(=O)c1cc(-c2ccco2)nc2ccccc12 | -0.21 | 0.5 | 0.95 | -3 | -14 | 14 | 17 | -15 | 52*
Cc1cc(C)n(-c2ccc(Cl)c(C(=O)OCC(=O)N3CCCCC3C)n2)n1 (centres undefined) | -0.0056 | 0.6 | 1.4 | nt | nt | nt | nt | nt | 43
NC(=O)c1nn(-c2ccccc2)nc1NC(=O)CN1CCCCC1 | 1.3 | 0.9 | -0.05 | 8 | 2 | 10 | 10 | -8 | 13
Other results.
SMILES | hDAT+cocaine | CYP2C9 act | PTK2B oligo ant | PostGolgi yeast | E coli WT exp | LYP inh 2 | PostGolgi ctrl | PTPN22 act | CYP2C9 inhib
Cc1ccc2c(c1)Sc1ccccc1CC2=O | -0.038 | 1 | -0.44 | 6 | 7 | 11 | -2 | -8 | -1
Cc1cccc(N2C(=O)N(c3ccccc3C)C3CS(=O)(=O)CC32)c1 (centres undefined) | 0.65 | 0.9 | 0.67 | 7 | 7 | -6 | 3 | 3 | 12
CCCNC(=O)N1CCN(c2ncccn2)CC1 | -0.44 | nt | 0.33 | nt | nt | 2 | nt | -2 | nt
O=S(=O)(NC1CCCC1)c1ccc(Br)s1 | 0.9 | 0.4 | -1.5 | 9 | 7 | 4 | 20 | -2 | 61*
N#Cc1ccc(Oc2cccnc2)cc1C#N | nt | 1 | 0.33 | -5 | -2 | -4 | 0 | 2 | 2
COc1ccc(-c2cc(C(F)(F)F)n3nc(C(=O)NCc4ccco4)c(Cl)c3n2)cc1 | -0.03 | 0.5 | 0.36 | -1 | -15 | -4 | -3 | 4 | 48
